# TAAR1 agonist = human TAAR1 agonism; CHO RD-HGA16 TAAR1, Fluo-8 calcium fluorescence; vehicle wells 0%, saturating PEA agonist 100%; activation, % at 3 µM; 0.99% of 360,000 active;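 active = activation above the mean activation of all test compounds in the run plus 3 SD, cut at about 38% in these data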
#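 Test system: RD-HGA16 (CHO) cells co-expressing Gα16 and hTAAR1 | Doses: Single dose, 3 µM | Schedule: 17-24 h seeding, 75 min 37 °C dye, 30 min RT | Evaluation: % activation from peak over basal fluorescence ratio, DMSO-to-PEA scaled | Technique: Kinetic Fluo-8 calcium fluorescence | Benchmarks: Low control DMSO, high control PEA (EC100)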
# OXTR potentiator = potentiates the human oxytocin receptor response | CHO-OTR cells, Fluo-8 calcium fluorescence, potentiator mode; 0% = oxytocin EC15, 100% = EC100 | P30559 | AID 2445 | 0.061% of 320,000 active | activation, % at 3 µM;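 active = activation above that plate's cutoff, the mean activation of tested compounds plus 3 SD, cut at about 6.6% in these data, passing the limit was not always enough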;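 note: 100% uses oxytocin at 75 nM as the full agonist control; some results filed as inactive read as strong as hits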
# Target sequence (P30559 whole entry, looked up): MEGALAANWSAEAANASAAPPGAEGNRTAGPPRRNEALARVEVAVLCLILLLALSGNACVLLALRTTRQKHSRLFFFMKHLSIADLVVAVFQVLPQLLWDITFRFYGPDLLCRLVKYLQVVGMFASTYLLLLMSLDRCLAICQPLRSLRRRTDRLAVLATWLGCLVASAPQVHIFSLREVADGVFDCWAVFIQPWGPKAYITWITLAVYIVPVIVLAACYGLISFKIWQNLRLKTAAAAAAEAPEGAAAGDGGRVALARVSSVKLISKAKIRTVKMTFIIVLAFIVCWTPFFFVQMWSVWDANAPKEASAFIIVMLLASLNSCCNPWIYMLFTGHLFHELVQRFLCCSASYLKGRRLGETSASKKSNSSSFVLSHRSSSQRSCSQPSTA
#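 Material: human OTR in CHO cells. Compound: 3.0 µM, one dose. Timing: compound 6 min at room temperature before oxytocin, 100 s read. Evaluation: % activation of max/min ratio relative to oxytocin controls. Replication: single well per compound, singlicate. Signal: Fluo-8 calcium dye fluorescence.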
# CHRM1 agonist = human M1 muscarinic receptor agonism; CHO-K1 hM1, Fluo-8 calcium fluorescence, agonist mode; 0% DMSO, 100% acetylcholine EC100; activation, % at 3 µM; 0.33% of 360,000 active; P11229;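 active = activation above the run's mean compound activation plus 3 SD, cut at about 16% in these data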;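 note: peak over basal fluorescence ratio within a 140 s kinetic read after compound addition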
# Target sequence (P11229 whole entry, looked up): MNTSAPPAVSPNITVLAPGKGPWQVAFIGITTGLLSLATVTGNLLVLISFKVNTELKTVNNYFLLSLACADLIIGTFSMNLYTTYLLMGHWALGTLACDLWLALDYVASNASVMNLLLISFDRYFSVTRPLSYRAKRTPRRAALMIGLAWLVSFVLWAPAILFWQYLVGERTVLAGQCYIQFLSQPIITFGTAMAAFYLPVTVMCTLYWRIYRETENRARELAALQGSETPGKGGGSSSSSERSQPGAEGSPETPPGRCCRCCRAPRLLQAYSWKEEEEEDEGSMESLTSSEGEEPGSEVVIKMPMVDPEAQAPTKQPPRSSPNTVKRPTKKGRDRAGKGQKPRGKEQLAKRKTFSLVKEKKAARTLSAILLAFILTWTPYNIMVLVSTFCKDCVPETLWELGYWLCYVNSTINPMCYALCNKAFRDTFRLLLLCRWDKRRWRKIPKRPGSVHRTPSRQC
# CHO-K1 Ca antag = M1 antagonist counterscreen hit in parental CHO-K1 cells | ATP-induced calcium, Fluo-8 fluorescence | inhibition, % at 3 µM | 0.6% of 360,000 active | AID 602250;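 active = inhibition above a per-plate cutoff, the plate's mean sample inhibition plus 3 SD, cut at about 24% in these data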;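 note: 0% = DMSO plus EC80 ATP and 100% = DMSO alone without ATP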
# TAAR1 antag = human TAAR1 antagonism | AID 624466 | CHO RD-HGA16 TAAR1, Fluo-8 calcium fluorescence, antagonist | 1.5% of 360,000 active | Q96RJ0 | inhibition, % at 3 µM;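 active = inhibition above a per-plate cutoff, the mean inhibition of test compounds on that plate plus 3 SD, cut at about 49% in these data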;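 note: 0% = DMSO plus EC80 beta-PEA response and 100% = DMSO alone without agonist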
#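 Test system: hTAAR1-expressing CHO RD-HGA16 cells, Gα16-coupled; Probe or stimulus: EC80 β-phenethylamine stimulus; Compound dosing: single nominal final test compound concentration of 3 µM; Timing: 140 s kinetic read after compound, 140 s after agonist; Signal: Fluo-8 calcium-sensitive fluorescence; Measure: % inhibition of agonist calcium response; Controls: DMSO and EC80 PEA controls.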
# CHRM1 antagonist = blocks human M1 muscarinic receptor; P11229; inhibition, % at 3 µM; CHO-K1 hM1, Fluo-8 calcium fluorescence, ACh EC80 antagonist; AID 588852; 1.3% of 360,000 active;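 active = percent inhibition above its own plate's cutoff, namely the mean of that plate's compound wells plus 3 SD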;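 note: peak over basal fluorescence ratio during 140 s after agonist addition; 0% = ACh EC80 plus DMSO and 100% = DMSO alone without agonist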
# CHO-K1 Ca PAM = counter-screen for M1 PAMs: effect in parental CHO-K1 cells | ATP EC20, Fluo-8 calcium fluorescence; 0% at ATP EC20, 100% at ATP max | activation, % at 3 µM | 0.02% of 360,000 active | AID 602247;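 active = activation above the run cutoff, the mean activation of all test compounds plus 3 SD, cut at about 40% in these data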;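 note: peak over basal fluorescence ratio in a 140 s read after ATP addition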
# CHO parental Ca = counter-screen for OX1R antagonists: effect in parental CHO cells; parental CHO-K1, ATP-induced calcium, Fluo-8 fluorescence; inhibition, % at 5.6 µM; 0.63% of 330,000 active; AID 463079;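 active = inhibition above that plate's mean sample inhibition plus 3 SD, cut at about 26% in these data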;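 note: 0% = ATP-challenged DMSO wells and 100% = DMSO wells without ATP; some compounds past the cut are filed as inactive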
#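 Assay system – parental CHO cells · Reagent – ATP stimulus · Detection – intracellular calcium via Fluo-8 no-wash fluorescent dye · Evaluation – percent inhibition of ATP-evoked calcium rise, normalized to controls · Controls – ATP wells versus no-ATP DMSO wells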
# CHO-K1 Ca ag = nonselective activator or artifact in parental CHO-K1 cells; 0.48% of 360,000 active; AID 602248; Fluo-8 calcium fluorescence; scaled to maximal ATP response, vehicle zero; activation, % at 3 µM; in the data active = activation above about 15%;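 note: untransfected CHO-K1 host cells lacking M1 receptor as counterscreen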
# An asterisk follows results filed as active; x = no result given. Outcome played no part in choosing rows (roughly 4.2% active in at least one column).
cpd	compound	TAAR1 agonist	OXTR potentiator	CHRM1 agonist	CHO-K1 Ca antag	TAAR1 antag	CHRM1 antagonist	CHO-K1 Ca PAM	CHO parental Ca	CHO-K1 Ca ag
1	COc1cc(C)c(S(=O)(=O)NCc2cccs2)cc1C	3	-14	-4	5	11	6	-5	-2	0.2
2	COC(=O)c1cc(NC(=O)CC2NCCNC2=O)cc(C(=O)OC)c1 (configuration not stated)	1	2	-6	-15	-1	-8	14	-5	-0.5
3	C(=C\c1ccccc1)/CN1CCN(C(c2nnnn2-c2ccc3c(c2)OCCO3)C2CC2)CC1 (configuration not stated)	-1	x	-6	-16	-9	-4	7	x	3.7
4	Cc1ccc(CS(=O)(=O)Cc2ccc(C(=O)NCCc3ccccc3)o2)cc1	2	-5	-3	0	3	-8	20	-6	0.2
5	COc1ccc(/C=C(/C(=O)c2cccs2)N2C=CC=CC2=C(C#N)C#N)cc1	22	x	-9	2	56*	-1	13	x	1.1
6	COc1ccc(NC(=O)C(C)SCc2ccccc2)cc1OC (configuration not stated)	6	-9	-4	11	-8	4	2	-7	3.7
7	O=C(Nc1nccs1)c1ccc2c(=O)n3c(nc2c1)CCCCC3	7	-6	-2	-1	8	1	9	-16	1.8
8	COc1ccccc1OCC(=O)Nc1ccc(CSc2ccccc2)cc1C	-1	-10	0	8	23	-3	-7	30*	0.1

# Arranged by value in CHRM1 antagonist (smallest number first): three from the list above.
entry	mol	OXTR potentiator	CHRM1 agonist	TAAR1 antag	CHRM1 antagonist
4	Cc1ccc(CS(=O)(=O)Cc2ccc(C(=O)NCCc3ccccc3)o2)cc1	-5	-3	3	-8
5	COc1ccc(/C=C(/C(=O)c2cccs2)N2C=CC=CC2=C(C#N)C#N)cc1	x	-9	56*	-1
7	O=C(Nc1nccs1)c1ccc2c(=O)n3c(nc2c1)CCCCC3	-6	-2	8	1

# Further results
cpd	compound	TAAR1 agonist	OXTR potentiator	CHRM1 agonist	CHO-K1 Ca antag	TAAR1 antag	CHRM1 antagonist	CHO-K1 Ca PAM	CHO parental Ca	CHO-K1 Ca ag
9	Cc1nc2ccc(C(=O)O)cc2nc1C	3	1	-3	0	-7	-5	6	0	0.5
10	O=C(O)CCCNC(=O)Nc1ccccc1	7	-6	1	-13	11	-13	17	6	0.8
11	Cc1ccc(S(=O)(=O)N(C)CCCC(=O)N2CCOCC2)cc1	0	-11	-2	0	-23	-12	6	9	-0.2
12	CC(=O)N(CC1CCCO1)c1nnc(-c2cnccn2)s1 (configuration not stated)	11	1	0	5	4	4	-4	3	0.5
13	O=C(c1ccco1)N1CCN(c2ncnc3c(-c4ccc(Cl)cc4)nsc23)CC1	x	-4	-3	2	x	13	-13	1	0.7
14	COCCOc1nc2ccccc2nc1C	8	-6	-2	14	4	9	10	-4	-0.2
15	COc1ccc2c(=O)c3c(=O)n(Cc4ccco4)c(C(C)C)nc3oc2c1	9	-10	-4	-7	-6	-11	18	-16	0.0
16	CCOC(=O)C1(CCCc2ccccc2)CCN(C(=O)C(C)n2cncn2)CC1 (configuration not stated)	4	-7	-8	-3	-35	-1	7	2	1.4
17	CCCCN(CCCC)CCCNC(=O)Cn1cc2c(n1)-c1c(oc(C(=O)N3CCCC3)c1C)CC2	0	-4	-6	-1	-19	-4	13	-20	-1.0
18	O=C(CC1S/C(=N/N=C/c2cccs2)NC1=O)Nc1ccc(Cl)cc1 (configuration not stated)	6	-7	-6	-4	3	-9	8	6	0.5
19	C[C@H]1CN([C@@H](C)CO)C(=O)CCCn2nncc2CO[C@H]1CN(C)S(=O)(=O)c1ccc(Oc2ccccc2)nc1	0	x	-9	-8	-12	-12	17	x	0.3
20	CCOc1ccccc1C(=O)NCCCn1ccnc1	12	-10	-4	-5	10	4	-1	-3	-0.1
21	COc1ccc(O)c(CN2CCN(CCc3ccccc3)C(CCO)C2)c1 (configuration not stated)	-1	-7	-5	1	16	-18	-9	-10	-0.4
22	O=C1COc2ccc(C(=O)/C=C/c3ccccc3)cc2N1	2	-8	-1	21	-24	0	-8	-9	0.5
23	CS(=O)(=O)Cc1ccc(C(=O)N(CCc2ccccc2)Cc2ccccc2)cc1	4	-9	-2	1	7	-9	6	-19	1.0
24	CCCc1cc(=O)oc2cc(C)cc(OC(C)C(=O)NCc3cccnc3)c12 (configuration not stated)	-1	-2	-4	-20	-15	-11	18	-21	1.4
25	CC(NC(=O)Nc1ccc(Br)cc1)C(C)(C)C (configuration not stated)	9	-14	-3	-3	9	-9	15	0	10
26	Cc1ccc(OCCOc2ccc(Br)cc2)c([N+](=O)[O-])n1	1	-6	-9	-6	5	1	9	-5	0.3
27	COc1ccc(S(=O)(=O)N2CCCCCC2)cc1N(C)S(=O)(=O)c1ccc(Cl)cc1	9	-9	-7	-8	20	6	0	-9	-0.1
28	CCCCn1c(SCc2cccnc2)nc2c1c(=O)n(C)c(=O)n2C	4	-1	-8	-5	-21	-3	8	-15	5.0
29	CC1Cn2c(nnc2-c2cc3ccccc3cc2O)S1 (configuration not stated)	8	-13	-8	-22	-15	-1	17	-4	3.6
30	CCC(C(=O)NC1CCCCCC1)c1ccccc1 (configuration not stated)	3	-10	-8	11	-38	1	-25	-7	0.1
31	CCN1C(=O)/C(=C/c2cc(C)n(C)c2C)SC1=Nc1ccc(OC)cc1	8	-7	-5	-3	2	15	18	-21	0.8
32	Cc1c(NC(=O)CSc2nncn2-c2ccccc2)c(=O)n(-c2ccccc2)n1C	3	-9	3	4	-38	-7	-17	-6	0.0
33	Cc1cn(CC(=O)NCC(C)c2ccccc2)c(=O)[nH]c1=O (configuration not stated)	2	x	-1	-16	-10	-11	2	x	0.7
34	COc1cc(C(=O)Nc2nnc(CC(=O)N3CCOCC3)s2)cc(OC)c1OC	2	-9	-1	-6	0	2	15	-7	0.2
35	CCCSC1=N/C(=C/c2ccsc2)C(=O)N1c1ccccc1	1	-7	-2	-3	-11	3	0	-18	0.5
36	CC(=O)Nc1ccc(NC(=O)CSc2nc(N)c(NC(=O)c3ccco3)c(=O)[nH]2)cc1	1	-3	0	-8	-26	-12	12	-5	1.0
37	O=C(/C=C/c1ccccc1O)c1ccco1	4	-7	-4	-5	-1	0	18	0	0.3
38	Nc1ncc(N=Nc2cc(C(=O)O)ccc2Cl)s1	0	-1	-3	2	-14	-8	8	-5	0.0
39	Cc1ccc(Nc2c(-c3ccc(C)o3)nc3ncccn23)cc1	0	-10	-2	-11	-28	-6	3	-2	1.0
40	O=C(CCc1ccccc1)Nc1ccncc1	1	-7	-3	-10	-8	8	-2	-8	4.9
41	O=C(c1cc2c(c(-c3cccc(-c4ccc(F)cc4)c3)n1)[C@H](CCO)N(C(=O)c1ccc3c(c1)OCO3)C2)N1CCOCC1	33	x	x	-1	1	x	-8	x	0.1
42	CC(=O)N1CCN(c2ccc(NC(=O)C(c3ccccc3)c3ccccc3)cc2)CC1	1	-6	3	13	-2	-13	-2	-7	0.7
43	O=C(/C=C/c1cccc(Cl)c1)N1CCC(Cc2ccccc2)CC1	2	-6	-2	25*	-10	17	-12	-32	1.2
44	O=C(NCc1ccc(F)cc1)c1ccc(S(=O)(=O)N2CCCC2)cc1	3	x	-2	-1	4	0	-7	x	2.0
45	CCOC(=O)c1cc(C(=O)OCC)c(=O)[nH]c1N1CCCCC1	5	-11	-2	0	-2	0	23	-2	-0.7
46	Cc1cccc(OCCCSc2nc3ccc(C)cc3[nH]2)c1	0	-4	-3	2	8	-1	11	-8	3.4
47	O=C(Cc1ncc(C(F)(F)F)cc1Cl)NCCc1ccccn1	0	-4	-5	-25	-30	-6	0	-12	0.6
48	COc1ccc(C(O)c2nc(-c3ccc(N(C)C)cc3)cs2)cc1 (configuration not stated)	49*	x	14	8	40	10	-8	x	24*
49	Cc1nc2ccccn2c1-c1csc(Nc2cccc(C(=O)O)c2)n1	1	-3	-3	3	8	9	-2	-13	0.2
50	COc1ccc2c(c1)NC(c1ccc(N(C)C)cc1)c1cccn1-2 (configuration not stated)	-3	-1	-4	3	1	-3	1	-10	0.5
51	CC(=O)OC1COC(n2ccc3ccccc32)C(OC(C)=O)C1OC(C)=O (configuration not stated)	-1	-3	-2	-13	-8	-7	2	-13	0.1
52	CCN1C(=O)[C@H]2[C@@H](c3ccc(-c4ccc(Cl)c(Cl)c4)cc3)N3CCCC[C@@]3(C(=O)OC)[C@H]2C1=O	11	-12	-3	4	-7	-11	5	-14	-0.1
53	CC(=O)c1cccc(NC(=O)N2CCOCC2)c1	0	x	1	-5	13	-5	3	x	1.3
54	CCOc1c(C)cc(S(=O)(=O)NCc2ccccn2)c(C)c1C	5	-5	-5	-4	-6	-14	-4	-6	0.8
55	CCOC(=O)c1c(CC(C)C)csc1NC(=O)C(C)C	19	-10	-3	17	8	-17	-7	-20	-0.5
56	CCOC(=O)Cn1cnc2scc(-c3ccc(C)cc3)c2c1=O	1	3	-3	6	-4	-15	-2	-12	1.0
57	CCCCNc1nc(N(C)c2ccccc2)nc(-n2ccnc2)n1	17	-1	-7	7	50*	2	-3	-23	0.2
58	Cc1cc(C(=O)N(CCC#N)Cc2cccs2)no1	1	-4	4	11	-3	10	-23	-13	0.0
59	Clc1ccc(CSc2cnnc3ccccc23)cc1Cl	1	x	0	-23	-42	-19	22	x	1.0
60	O=C1C=C(c2ccc3c(c2)OCO3)C[C@@H](c2ccc(F)cc2)C1	9	-5	0	-8	-9	-8	2	-3	0.2
61	CCC(=O)N1CCCC(C(=O)Nc2nc3ccccc3n2C)CC1 (configuration not stated)	1	x	-3	-6	-16	-11	17	x	0.1
62	CCOc1ncccc1C(=O)OCC(=O)Nc1cc(S(=O)(=O)N(CC)CC)ccc1C	3	-5	-4	2	3	4	7	-27	4.3
63	CC(/C=N/Nc1nc(N2CCCCC2)nc(N2CCCCC2)n1)=C\c1ccccc1	1	0	0	-10	-5	-9	2	-8	0.0
64	Cc1nn(C)c(Cl)c1CN1CCCC(C(=O)Nc2ccc(-c3cscn3)cc2)C1 (configuration not stated)	6	-7	-7	-4	-10	-10	-7	-13	2.6
65	COc1ccc(OC)c(C2C(C#N)=C(N)Oc3cc(C)[nH]c(=O)c32)c1 (configuration not stated)	14	-10	0	-8	5	-5	9	7	-0.1

# Screening data: PubChem, The Scripps Research Institute Molecular Screening Center
